ER stress rescue: rescue of cells from ER stress-induced death, primary screen, 384-well, CSM14.1, thapsigargin, ATP luminescence (AID 1222). CSM14.1 thapsigargin-induced death rescue, ATP luminescence; higher % means a stronger effect. one-dose cellular ATP content (survival), % at 20 µM; EC50 in µM for titrated hits. 190,000 tested, under 10 active;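 active = EC50 below 50 µM in the dose-response confirmation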;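 also: death triggered by thapsigargin at about 15 µM added after 2 h compound pretreatment; cell ATP read after overnight thapsigargin exposure of roughly 18 to 22 hours; normalized against plate controls of thapsigargin alone and 5% DMSO vehicle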
LYP phosphatase: inhibitors of LYP phosphatase, biochemical, fluorescence intensity, uHTS (AID 1779); inhibition, % at 11.5 µM; hits with a dose series show IC50 in µM; Tyrosine-protein phosphatase non-receptor type 22 (Homo sapiens); recombinant LYP phosphatase, fluorescence intensity; higher % means a stronger effect; 0.054% of 290,000 active; in the data active = inhibition above about 50%;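 also: plate controls were vehicle with enzyme for no effect and no enzyme for full effect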
GPR35 arrestin U2OS: GPR35 antagonists blocking zaprinast-driven arrestin recruitment, primary screen, imaging, U2OS, beta-arrestin-GFP, zaprinast agonist (AID 2058); G-protein coupled receptor 35 (Homo sapiens); U2OS GPR35 beta-arrestin-GFP translocation imaging, zaprinast antagonism; higher % means a stronger effect; inhibition, % at 10 µM, or IC50 in µM where a hit was titrated; 0.052% of 290,000 active;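 active = inhibition of at least 50% with at least 30 cells and total cytoplasm GFP at most 10,000,000; inconclusive = under 30 cells or total GFP of 10,000,000 plus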
West Nile antiviral: West Nile virus antiviral activity, cell-based, CPE readout (AID 1621). West Nile virus-infected cells, CPE inhibition; higher % means a stronger effect. one-dose CPE inhibition, % at 10 µM; IC50 in µM for titrated hits. 0.02% of 290,000 active; in the data active = a potency from the dose series; inconclusive = CPE inhibition mostly from about 3.7% at the one dose, without a potency; inactive = the rest, 99 in 100 with CPE inhibition below about 2.2%; also: strong numbers were not always called active
Rac1 GTP hydrolysis: MgcRacGAP GTPase-activating activity inhibitors, confirmation, biochemical, ADP Hunter fluorescence. Rac GTPase-activating protein 1 (Homo sapiens). MgcRacGAP-stimulated Rac1 GTP hydrolysis, ADP Hunter fluorescence; higher % means a stronger effect; GST-tagged Rac1 F28L mutant substrate. one-dose inhibition, % at 30 µM; IC50 in µM for titrated hits. 0.6% of 340,000 active;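 active = first-screen hits whose inhibition reached a set limit at any dose in the follow-up dose series; inconclusive = inhibition above the set first-screen limit but never retested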;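 also: fluorescence reports GDP produced by GAP-driven GTP hydrolysis; strong numbers were not always called active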
SV40 large T antigen: SV40 large T antigen inhibitors, biochemical (AID 1903); SV40 large T antigen ATPase/helicase inhibition assay; higher % means a stronger effect; inhibition, % at 20 µM; hits with a dose series show IC50 in µM; 0.39% of 310,000 active; in the data active = a potency from the dose series; inconclusive = inhibition mostly from about 32% at the one dose, without a potency; inactive = the rest, 99 in 100 with inhibition below about 32%; also: strong numbers were not always called active
PhoP inhibition: inhibitors of PhoP regulon expression, primary screen, Salmonella Typhimurium, GFP reporter (AID 1863) | S. Typhimurium PhoP-regulated promoter GFP reporter, 4 h; higher % means a stronger effect | inhibition, % at 50 µM; hits with a dose series show IC50 in µM | 0.16% of 300,000 active;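 active = inhibition over 29.93%, a cutoff 3 SD above the screen mean, later confirmed by dose response; inconclusive = inhibition over 29.93% but no dose response follow-up; inactive = inhibition at most 29.93% or unconfirmed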;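 also: 0% = low Mg2+ inducing control and 100% = high Mg2+ repressing control; strong numbers were not always called active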
RSV antiviral HEp-2: RSV antiviral activity via CPE protection, HEp-2 cells, primary 10 µM value included (AID 2391) | 0.13% of 310,000 active | HEp-2 cells, RSV-induced CPE inhibition; higher % means a stronger effect | CPE inhibition, % at 10 µM; hits with a dose series show IC50 in µM; in the data active = a potency from the dose series; inconclusive = CPE inhibition mostly from about 23% at the one dose, without a potency; inactive = the rest, 99 in 100 with CPE inhibition below about 21%; also: strong numbers were not always called active
NS5 inhibitors: Dengue-2 NS5 methyltransferase inhibitors, primary screen, biochemical, confirmation dose response (AID 588689); inhibition, % at 25 µM, or IC50 in µM where a hit was titrated; Genome polyprotein (Dengue virus type 2 (strain 16681-PDK53)); 0.3% of 340,000 active; Dengue-2 NS5 methyltransferase capping enzyme assay, biochemical; higher % means a stronger effect; in the data active = a potency from the dose series; inconclusive = inhibition above about 29% without an active follow-up result
NS5 inhibitors pilot replicate: also measured in NS5 inhibitors; calls as there; inhibition, %; measured here: pilot screen replicate inhibition
Active calls of the source: *; ? = inconclusive; / = not tested or not shown.

SMILES	ER stress rescue	LYP phosphatase	GPR35 arrestin U2OS	West Nile antiviral	Rac1 GTP hydrolysis	SV40 large T antigen	PhoP inhibition	RSV antiviral HEp-2	NS5 inhibitors	others
Cc1nnc2ccc(-c3cccc(NC(=O)c4ccc(Br)o4)c3)nn12	-0.8%	-1%	-1%	-0.6%	11%	16%	0%	-0.6%	6%
Cc1ccc(S(=O)(=O)CCC(=O)OCc2ccc(S(=O)(=O)C(C)C)cc2)cc1	0.3%	-4%	13%	0.2%	1%	3%	-6%	2.7%	-2%
CCOC(=O)C(=O)N/N=C/c1ccc(F)cc1	/	-6%	7%	0.7%	0%	7%	-4%	7.6%	5%
O=C(Cc1cccs1)Nc1ccccn1	-2.1%	-3%	8%	/	9%	4%	5%	1.7%	5%
CCc1ccc(-c2nc(SCC(=O)N(C)C3CCS(=O)(=O)C3)n[nH]2)cc1 (centres undefined)	/	/	/	/	3%	8%	-3%	1.0%	-7%
Cc1cc(NC(=O)c2cc([N+](=O)[O-])ccc2Cl)no1	/	-9%	-4%	-0.1%	2%	13%	-1%	3.6%	-1%
O=c1oc2ccccc2cc1-c1nc(-c2cccs2)cs1	0.5%	0%	2%	0.9%	0%	5%	1%	19%	?
CCS(=O)(=O)Nc1cccc(-c2cn3c(n2)SCC3)c1	/	-16%	-4%	0.0%	9%	13%	2%	1.9%	-7%
COC(=O)C1CCN(C(=O)C2CCC(=O)N(CCCc3ccccc3)C2)CC1 (centres undefined)	/	-9%	-15%	-0.1%	10%	10%	-1%	2.0%	6%
COc1ccccc1C(=O)NC(=O)COC(=O)CCS(=O)(=O)c1ccc(C)cc1	/	/	/	/	-3%	10%	-3%	-1.8%	-5%
Cc1cccc(NC(=O)C[n+]2ccc(N(C)C)cc2)c1	/	-10%	12%	1.0%	8%	4%	6%	-1.1%	2%
CSc1n[nH]c2nc3c(c(=O)n12)C1(CCCC1)Cc1ccccc1-3	-0.7%	-3%	12%	0.2%	3%	0%	-4%	10%	6%
O=C(NC1CC1)C1=C[C@H](c2csc3ccccc23)C[C@H](OCCCCO)O1	1.2%	-1%	1%	-0.3%	7%	0%	-8%	-0.4%	-2%
COc1ccccc1Oc1ccc2c(c1)C(=O)N(c1cccc(O)c1)C2=O	0.7%	0%	15%	0.3%	2%	3%	-9%	0.7%	-1%
Cc1cccc(Oc2nc3ccccn3c(=O)c2/C=C(\C#N)C(=O)NC2CCS(=O)(=O)C2)c1 (centres undefined)	-1.1%	-22%	-10%	-0.9%	10%	-47%	27%	1.5%	-6%
CCc1cc(=O)oc2cc(C)cc(OCC(=O)NC(Cc3c[nH]c4ccc(O)cc34)C(=O)O)c12 (centres undefined)	/	-8%	6%	0.5%	6%	20%	6%	/	0%
Cc1ccc(Oc2ncccc2N)c2c1CCC2	/	-5%	0%	0.1%	4%	-3%	-6%	0.6%	-5%
CC(C)(C)C(=O)Nc1cc2c3c(c1)CC(=O)N3CCC2	/	-9%	6%	0.0%	3%	11%	-7%	4.0%	-9%
COc1cccc(C(=O)Nc2c(C(N)=O)oc3ccccc23)c1	-1.6%	-2%	-13%	1.3%	23%	6%	12%	0.1%	2%
COCCn1c(Cc2ccccc2)nnc1SCC(=O)N1CCCCC1C (centres undefined)	-3.1%	1%	-2%	-0.4%	4%	7%	-7%	-0.7%	-2%
CC(C)c1ccc(OCC(=O)N2CCN(c3ccccn3)CC2)c(Br)c1	/	-6%	5%	-0.3%	0%	4%	-2%	14%	-1%
NC[C@H]1O[C@H](O[C@H]2[C@H](O)[C@@H](O[C@H]3O[C@H](CO)[C@@H](O)[C@H](N)[C@H]3O)[C@H](N)C[C@@H]2N)[C@H](N)C[C@@H]1O	-3.0%	-7%	6%	0.3%	6%	5%	-5%	1.0%	2%
O=[N+]([O-])c1ccc(-c2ccc(/C=N/Nc3nc(N4CCCC4)nc(N4CCCC4)n3)o2)cc1	-1.0%	-12%	-11%	-1.1%	2%	8%	-13%	5.1%	25%
O=C1CCC/C1=C/Nc1ccc2c(c1)OCO2	-0.2%	0%	-8%	-0.4%	7%	28%	-19%	-0.2%	29%	NS5 inhibitors pilot replicate=-1.2
Brc1ccc(C2=Nn3c(nnc3-c3n[nH]c4c3CCC4)SC2)cc1	-1.6%	2%	-6%	-0.4%	9%	13%	-4%	1.4%	-6%
Cc1nc(CNS(=O)(=O)c2ccccc2F)cs1	-4.7%	0%	18%	0.0%	7%	12%	2%	1.3%	-5%
Cc1c(C(C)NC(=O)c2ccc3nc(Cc4ccccc4F)oc3c2)cnn1C (centres undefined)	/	-1%	-20%	0.8%	3%	5%	1%	/	-11%
CN1c2ccccc2-c2nc3ccccc3n2C1c1cccs1 (centres undefined)	-1.2%	-32%	4%	-1.4%	2%	3%	8%	14%	1%
CCOC(=O)N1CCN(S(=O)(=O)c2ccc3c(c2)SC(C)C(=O)N3)CC1 (centres undefined)	-0.4%	-1%	2%	/	11%	-13%	-7%	1.7%	-4%
CCOc1ccc(CCNC(=O)C(C)n2nc(C)c3c(C)n(-c4ccccc4)nc3c2=O)cc1 (centres undefined)	/	-12%	-6%	-0.3%	10%	10%	11%	/	-1%
CC1=NN(C(=O)c2ccccc2Br)C(O)(c2ccc(Cl)cc2)C1 (centres undefined)	/	-10%	-5%	-0.8%	6%	9%	0%	3.4%	-4%	NS5 inhibitors pilot replicate=0.9
O=S(=O)(Nc1cccc(-n2cnnn2)c1)c1ccc(Cl)nc1	/	-8%	-3%	0.0%	4%	13%	-7%	0.9%	0%
COc1ccc(Br)cc1CNC(=O)CCC(=O)N1CCSc2ccccc21	/	-5%	-12%	0.8%	1%	14%	/	3.7%	-6%
O=C(Cn1ccc2ccccc2c1=O)NCC1COc2ccccc2O1 (centres undefined)	1.8%	2%	4%	-0.1%	11%	15%	-9%	1.6%	-6%
CCOc1ccc(CN(C)c2nc(-c3cccnc3)nc3ccccc23)cc1OC	/	-4%	-11%	-0.3%	3%	-2%	3%	19%	-2%
CS(=O)(=O)Nc1cccc2cccnc12	11%	-2%	4%	0.5%	3%	15%	-2%	-0.2%	/
C=CCNC(=O)CC1C(=O)NCCN1Cc1ccc(-c2ccccc2)cc1 (centres undefined)	-1.0%	-10%	-7%	-0.5%	-1%	3%	-2%	-0.1%	4%
O=C(O)CCC(=O)Nc1ccc(SSc2ccc(NC(=O)CCC(=O)O)cc2)cc1	/	-2%	0%	-0.2%	/	5.4µM*	3%	0.3%	26%
CCOc1ccc(Cn2c(=O)sc3ccccc32)cc1	/	2%	8%	-0.1%	10%	12%	/	4.4%	3%
COc1cccc(C(=O)OC2CCCN(C)C2)c1 (centres undefined)	-2.0%	-6%	-13%	-0.2%	3%	5%	3%	-1.2%	-1%
O=C(Nc1ccccc1)c1ccccc1NC(=O)C1CCCCC1	11%	0%	9%	0.6%	11%	1%	-6%	1.4%	-4%
COC(=O)C1=C(N)Oc2cc(C)n(CCCn3ccnc3)c(=O)c2C1c1cccc(Cl)c1 (centres undefined)	1.7%	-6%	-21%	0.5%	7%	/	/	1.8%	3%
O=C(Nc1ccc(Cl)cc1C(=O)N1CCOCC1)c1cccc([N+](=O)[O-])c1	-2.6%	-4%	-14%	-0.5%	/	12%	-1%	1.1%	/
O=C(/C=C/N1CCOCC1)c1cc2ccccc2o1	-3.4%	2%	-6%	-0.1%	4%	8%	-7%	0.8%	-12%
COc1ccccc1CCNS(=O)(=O)CCNC(=O)c1ccc2c(c1)OCO2	/	/	/	/	2%	16%	5%	-0.5%	1%
CCCCCCSC1=C(C#N)C(=O)NC2(CCCCC2)S1	-2.0%	-4%	-16%	1.3%	5%	3%	-7%	2.1%	-10%
Cc1ccc2nc(-c3ccc(NC(=O)c4cccnc4)cc3)oc2c1	-4.1%	-2%	-4%	0.9%	4%	-3%	4%	17%	-10%
COc1ccccc1NC(=O)CCSc1ccc(C)cc1	0.0%	-8%	1%	-0.1%	1%	3%	3%	3.2%	/
CCC(C)(C)NC(=O)C(c1cccc(OC)c1OC)N(Cc1ccc(OC)cc1)C(=O)CCC(=O)Nc1cc(C)on1 (centres undefined)	/	-9%	7%	-1.2%	3%	1%	4%	1.4%	-4%
ClCc1c2ccccc2cc2ccccc12	/	/	/	/	4%	2%	0%	-0.8%	-7%
New compounds follow:
SMILES	ER stress rescue	LYP phosphatase	GPR35 arrestin U2OS	West Nile antiviral	Rac1 GTP hydrolysis	SV40 large T antigen	PhoP inhibition	RSV antiviral HEp-2	NS5 inhibitors	others
CCN(C(=O)CCc1ccccc1)C1CCCCC1	/	-8%	0%	-0.8%	9%	-2%	-6%	0.4%	-3%	NS5 inhibitors pilot replicate=-4.3
NC(=S)N/N=C/c1ccc(-c2cccc([N+](=O)[O-])c2)o1	-2.5%	2%	10%	/	4%	0%	20%	15%	-11%
Cc1cc(C)cc(NC(=O)CCc2c(C)nn(-c3ccc(N4CCCCC4)nn3)c2C)c1	/	-5%	-18%	0.4%	9%	5%	1%	2.1%	0%
Cc1nn(-c2ccccc2)c(C)c1NC(=O)COC(=O)CCCOc1ccccc1	/	/	/	/	3%	8%	-6%	0.9%	-2%
COc1cccc2cc3c(=O)oc4ccccc4c3nc12	-1.3%	-2%	1%	0.0%	14%	9%	-6%	1.7%	1%
COc1cccc(-c2csc(N3CCN(C(=S)Nc4ccccc4OC)CC3)n2)c1	-0.5%	-1%	10%	-0.3%	9%	0%	-2%	5.7%	-5%
CN(C)c1nc(N)nc(CSc2nnnn2-c2ccc(C(=O)O)cc2)n1	-3.9%	-3%	-6%	1.4%	4%	8%	7%	1.2%	-6%
COc1ccc(NC(=O)Cn2c(=O)n(CCC(=O)NCC3CCCO3)c(=O)c3cc(OC)c(OC)cc32)cc1 (centres undefined)	/	-6%	16%	0.5%	-2%	4%	4%	0.6%	-1%
O=C(O)C(c1ccccc1)N1C(=O)c2ccccc2C1=O (centres undefined)	/	-4%	4%	0.7%	1%	8%	10%	2.1%	-5%
COc1ccc(OC)c(/C=N/NC(=O)CNC(=O)c2ccc(S(=O)(=O)N3CCOCC3)cc2)c1	1.6%	-8%	1%	0.9%	7%	15%	-4%	0.9%	1%
COc1ccc(Cl)cc1N(CC(=O)Nc1ccc2c(c1)OCCO2)S(C)(=O)=O	-0.1%	-4%	3%	-0.6%	3%	4%	-15%	0.2%	-2%	NS5 inhibitors pilot replicate=1.2
